Source: PubChem
HRas wt GTP: modulators of GTP binding to HRas wildtype, primary screen, biochemical, bead-based flow cytometry, multiplex; GTPase HRas (Homo sapiens), P01112; GST-Ras wt beads, Bodipy-FL-GTP binding; actives lie on both sides; GTP binding activity, % at 10 µM; 190,000 tested, 0.14% active;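 active means GTP binding activity at least 20% away from the 100% baseline, either lowered as inhibitor or raised as activator; inconclusive means flagged as likely green fluorescent, judged across all proteins in the well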;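 further: 0% = unlabeled GTP competition control and 100% = no-compound control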
Target sequence (P01112 whole entry, looked up): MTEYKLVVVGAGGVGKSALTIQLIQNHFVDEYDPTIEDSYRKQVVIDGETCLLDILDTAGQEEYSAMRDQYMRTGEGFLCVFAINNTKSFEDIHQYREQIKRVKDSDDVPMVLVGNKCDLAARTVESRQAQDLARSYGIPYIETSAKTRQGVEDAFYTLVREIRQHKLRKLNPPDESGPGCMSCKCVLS
ABCG2 block: ABCG2 efflux pump inhibitors, primary screen, multiplex with ABCB1, IgMXP3 cells, flow cytometry; Broad substrate specificity ATP-binding cassette transporter ABCG2 (Homo sapiens), Q9UNQ0; JC-1 efflux; inhibition, % at 6.6 µM; 190,000 tested, 0.1% active;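 active means inhibition above 80%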;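 further: 0% = DMSO and 100% = nicardipine control wells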
Target sequence (Q9UNQ0 whole entry, looked up): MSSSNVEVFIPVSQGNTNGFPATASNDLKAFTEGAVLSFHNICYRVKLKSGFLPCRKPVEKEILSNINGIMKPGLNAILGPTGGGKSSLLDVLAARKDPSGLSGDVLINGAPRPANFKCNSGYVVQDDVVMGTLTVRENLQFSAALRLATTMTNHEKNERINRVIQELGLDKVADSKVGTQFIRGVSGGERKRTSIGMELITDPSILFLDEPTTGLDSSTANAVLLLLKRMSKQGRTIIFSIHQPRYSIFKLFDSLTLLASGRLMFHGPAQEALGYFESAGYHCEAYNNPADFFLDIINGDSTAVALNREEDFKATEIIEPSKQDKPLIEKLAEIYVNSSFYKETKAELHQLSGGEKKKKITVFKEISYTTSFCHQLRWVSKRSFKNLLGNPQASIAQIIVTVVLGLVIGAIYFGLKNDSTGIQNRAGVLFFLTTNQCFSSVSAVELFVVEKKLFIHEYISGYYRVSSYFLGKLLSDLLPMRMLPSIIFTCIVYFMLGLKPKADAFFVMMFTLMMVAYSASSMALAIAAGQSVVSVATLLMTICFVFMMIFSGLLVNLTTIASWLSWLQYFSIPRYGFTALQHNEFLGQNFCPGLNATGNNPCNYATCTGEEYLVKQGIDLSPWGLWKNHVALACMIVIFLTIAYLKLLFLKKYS
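Test system: IgMXP3 cells (ABCG2) mixed with DDAO far-red-labelled CCRF-Adr cells (ABCB1). Reagent: JC-1 transporter substrate. Compound dosing: single test compound dose, 6.6 µM final. Times: 10 min compound exposure, 25 °C. Detection: flow cytometry of retained JC-1 fluorescence. Read-out basis: efflux inhibition in percent versus controls. Controls: nicardipine and DMSO wells.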
Rac1 act GTP bind: GTP binding modulators of activated mutant Rac1, primary screen, biochemical, bead-based flow cytometry, multiplex, fluorescent GTP | AID 764, 2007 | 190,000 tested, 0.11% active | Ras-related C3 botulinum toxin substrate 1 (Homo sapiens), P63000 | GST-Rac1 activated beads; actives lie on both sides; 100% means binding = to untreated wells | percent activity (GTP binding), % at 10 µM;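 active means GTP binding at least 20 percentage points away from the 100% baseline, in either direction, so actives lie on both sides; inconclusive means Compound likely fluorescent itself, or too few beads counted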
Pf gametocyte: late stage P. falciparum gametocyte viability inhibitors, primary screen, ATP luminescence, HTS; 150,000 tested, 0.065% active; AID 743093, 2013; P. falciparum stage V gametocytes, 24 h; inhibition, % at 10.9 µM;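 active means inhibition above the mean plus 3 SD of compounds within the control limits, set per campaign, cut at about 38% in these data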;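 further: 0% = DMSO wells and 100% = medium only without gametocytes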
Avidin fluor: green autofluorescence of compounds with avidin beads – biophysical, 488/530 nm, flow cytometry, artefact control, profiling panel | 220,000 tested, 0.38% active | compound fluorescence 488/530 nm; hits give high values | AID 1775, 2009 | fluorescence (KMESF) at 10 µM; in the data active means fluorescence above about 47; further: inactives centre near 10
ABCB1 block: ABCB1 efflux pump inhibitors, primary screen, cell-based, multiplex, flow cytometry, ABCG2 counter-screen | ATP-dependent translocase ABCB1 (Homo sapiens), P08183 | CCRF-Adr cells, JC-1 efflux | inhibition, % at 6.6 µM | 190,000 tested, 0.067% active; in the data active means inhibition above about 40%;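 further: 0% = vehicle and 100% = reference inhibitor; higher value means more JC-1 retained so stronger ABCB1 efflux block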
Rab7 wt modul: modulators of GTP binding to Rab7, primary screen, biochemical, wildtype, multiplex bead flow cytometry; GST-Rab7 beads, fluorescent GTP binding; actives lie on both sides; untreated = 100%, excess cold GTP = 0%; GTP binding activity (percent of control), % at 10 µM; 190,000 tested, 0.055% active; AID 758, 2007;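 active means fluorescent GTP binding to Rab7 beads changed by at least 20 points from the 100% baseline, either direction, mostly lower; inconclusive means compound itself probably fluorescent, or too few beads counted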;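 further: median green fluorescence of bound Bodipy-FL-GTP per Rab7 bead population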
Cdc42 wt GTP: modulators of GTP binding to wildtype Cdc42, primary screen, biochemical, multiplex bead flow cytometry, Bodipy-GTP; GST-Cdc42 beads; actives lie on both sides; percent activity (GTP binding), % at 10 µM; 190,000 tested, 0.2% active; AID 761, 2007;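 active means percent activity GTP binding at least 20 points away from the 100% baseline, either down as inhibitor or up as activator; inconclusive means compound flagged as likely green fluorescent from well-wide comparison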;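 further: median bead fluorescence of bound Bodipy-FL-GTP at 100 nM; 0% = excess unlabeled GTP control and 100% = no compound control; below 100% means less GTP binding so inhibitor and above means activator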
Target sequence (P60953 whole entry, looked up): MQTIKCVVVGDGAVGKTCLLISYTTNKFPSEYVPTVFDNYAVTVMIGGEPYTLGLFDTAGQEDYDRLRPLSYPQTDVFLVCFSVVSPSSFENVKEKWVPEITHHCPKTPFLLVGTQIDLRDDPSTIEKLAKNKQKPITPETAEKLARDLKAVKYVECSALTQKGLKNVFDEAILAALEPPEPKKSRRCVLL
Rac1 wt GTP bind: wildtype Rac1 GTP binding modulators, primary screen, biochemical, GST-Rac1 beads, flow cytometry, multiplex; AID 757, 2007; Ras-related C3 botulinum toxin substrate 1 (Homo sapiens), P63000; fluorescent GTP binding; actives lie on both sides; 0 = cold GTP competed, 100 = untreated; 190,000 tested, 0.27% active; GTP binding activity (% of control), % at 10 µM;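 active means GTP binding activity at least 20 points away from the 100% control level, either lower or higher; inconclusive means compound flagged as likely green fluorescent, judged across all proteins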
Rab2 wt GTP: modulators of GTP binding to Rab2A wildtype, primary screen, biochemical, dog, bead-based flow cytometry, multiplex | Ras-related protein Rab-2A (Canis lupus familiaris), P61105 | GST-Rab2 wt beads, Bodipy-GTP binding | GTP binding activity, % at 10 µM | 190,000 tested, 0.19% active;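 active means GTP binding activity at least 20 points away from 100%, either lowered or raised; inconclusive means signal likely due to the compound's own green fluorescence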;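 further: 0% = beads with excess unlabeled GTP and 100% = no-compound control corrected for plate trend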
Mcl1-Noxa inh: Mcl-1/Noxa binding inhibitors, primary screen, biochemical, TR-FRET, 1536-well. TR-FRET Mcl-1/Noxa peptide binding, 2 h. inhibition, % at 21.7 µM. 220,000 tested, 1.5% active;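 active means compounds that cut the protein-peptide binding signal by more than 50% relative to plate controls in a single-dose test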;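 further: His-tagged Mcl-1 with rhodamine Noxa BH3 peptide and terbium anti-His antibody; 0% = Mcl-1 plus Noxa peptide wells and 100% = peptide-only wells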
An asterisk follows results filed as active; ? = inconclusive; . = no result given.

molecule | HRas wt GTP | ABCG2 block | Rac1 act GTP bind | Pf gametocyte | Avidin fluor | ABCB1 block | Rab7 wt modul | Cdc42 wt GTP | Rac1 wt GTP bind | Rab2 wt GTP | Mcl1-Noxa inh
COc1ccc(/C(N)=N/OC(=O)C2CCC(=O)N2S(=O)(=O)c2ccc(C)cc2)cc1 (stereo not given) | 99 | 9 | 94 | 20 | 3 | 2.3 | 101 | 96 | 94 | 98 | 13
CCCOCC(O)CC(CC)C(=O)NNC(=S)Nc1ccccc1 (stereo not given) | 98 | -2 | 91 | 9 | 7 | -0.3 | 106 | 90 | 96 | 100 | -5
CCCn1c(C)cc(C(=O)COC(=O)c2ccc[nH]c2=O)c1C | 94 | 1 | 94 | . | 9 | 0.3 | 97 | 92 | 95 | 97 | 9
CN(C)S(=O)(=O)c1cccc(C(=O)N(Cc2ccc(F)cc2)Cc2ccco2)c1 | 99 | 8 | 97 | . | 10 | 3.9 | 101 | 99 | 104 | 100 | -4
CCOC(=O)C1CCN(c2cc(=O)n(-c3ccc(OC)cc3)c(=O)[nH]2)CC1 | 106 | 0 | 105 | . | 7 | 0.2 | 106 | 107 | 113 | 104 | 0
CCN(CC)CCNC(=O)c1cc2cc(Br)ccc2s1 | 98 | 5 | 94 | -20 | 24 | 0.7 | 97 | 98 | 97 | 98 | 18
COc1ccc(C(=O)NCc2nnc(SCC(=O)N3CCOCC3)o2)cc1OC | 98 | 0 | 97 | -5 | 7 | 0.1 | 96 | 102 | 101 | 99 | -8
O=C(c1ccccc1)N1CCN(C(=O)c2ccc(OC(F)(F)F)cc2)CC1 | 98 | 0 | 99 | 4 | 6 | -1.2 | 97 | 101 | 103 | 99 | 1
O=C(CCNC(=O)Cn1ccc2ccccc2c1=O)NCCc1ccc(Cl)cc1 | 103 | 1 | 98 | -4 | 15 | 1.0 | 99 | 103 | 103 | 99 | 14
O=C(CSc1nc(-c2ccco2)cc(C(F)(F)F)n1)Nc1ccc(C(=O)N2CCCCC2)cc1 | 99 | -1 | 100 | . | 7 | -1.8 | 99 | 100 | 102 | 98 | 30
CC(C)c1onc(C(=O)NC(C)c2ccccc2)c1[N+](=O)[O-] (stereo not given) | 99 | 4 | 97 | . | 6 | 0.8 | 97 | 99 | 97 | 99 | -7
CC(NCC(O)COCc1cccs1)C1CC2CCC1C2 (stereo not given) | 96 | 8 | 92 | . | 12 | 1.8 | 96 | 96 | 94 | 93 | 10
CS(=O)(=O)c1nc(-c2ccccc2)cc(-c2ccccc2)c1C#N | 104 | 0 | 99 | . | 16 | 0.2 | 96 | 106 | 102 | 103 | -10
Cc1cc(NC(=O)c2ccc3c(c2)C(=O)N(CCC(C)C)C3=O)no1 | 99 | 6 | 96 | 9 | 17 | 0.7 | 97 | 101 | 96 | 98 | 13
Cc1ccc(C)c(/C(O)=C2\C(=O)C(=O)N(Cc3cccnc3)C2c2cccnc2)c1 (stereo not given) | 100 | 0 | 99 | . | 49* | 0.1 | 100 | 101 | 100 | 99 | 3

Full records as entered above. Order of screens: HRas wt GTP | ABCG2 block | Rac1 act GTP bind | Pf gametocyte | Avidin fluor | ABCB1 block | Rab7 wt modul | Cdc42 wt GTP | Rac1 wt GTP bind | Rab2 wt GTP | Mcl1-Noxa inh
Shown for COc1ccc(/C(N)=N/OC(=O)C2CCC(=O)N2S(=O)(=O)c2ccc(C)cc2)cc1 (stereo not given) : 99 | 9 | 94 | 20 | 3 | 2.3 | 101 | 96 | 94 | 98 | 13
Shown for Cc1cc(NC(=O)c2ccc3c(c2)C(=O)N(CCC(C)C)C3=O)no1 : 99 | 6 | 96 | 9 | 17 | 0.7 | 97 | 101 | 96 | 98 | 13

(list continues)
molecule | HRas wt GTP | ABCG2 block | Rac1 act GTP bind | Pf gametocyte | Avidin fluor | ABCB1 block | Rab7 wt modul | Cdc42 wt GTP | Rac1 wt GTP bind | Rab2 wt GTP | Mcl1-Noxa inh
O=C(Nc1cnn(Cc2ccccc2)c1)NC12CC3CC(CC(C3)C1)C2 | 102 | 4 | 101 | . | 19 | 0.9 | 99 | 103 | 101 | 102 | 11
NS(=O)(=O)c1ccc(CCNC(=O)CCCC2=NS(=O)(=O)c3ccccc3N2)cc1 | 99 | 1 | 99 | . | 11 | 0.2 | 100 | 99 | 99 | 100 | 6
COCCNC(=O)Cn1c(=O)n(Cc2ccc(C(=O)NCc3ccco3)cc2)c(=O)c2ccccc21 | 99 | 3 | 100 | -4 | 6 | 0.6 | 97 | 102 | 103 | 98 | -2
CCN(CC)c1nc(OC)nc(-n2nnc(C(C)=O)c2C)n1 | 99 | 4 | 98 | . | 6 | 0.4 | 99 | 99 | 99 | 98 | -32
CC(=O)N(CC1CCCO1)c1nnc(-c2cnccn2)s1 (stereo not given) | 102 | 1 | 101 | . | 7 | -0.1 | 102 | 106 | 107 | 101 | 0
CCN(C(=O)COC(=O)c1cc(S(=O)(=O)Nc2c(C)n(C)n(-c3ccccc3)c2=O)ccc1Cl)C1CCCCC1 | 96 | -1 | 96 | 16 | 24 | 0.6 | 98 | 93 | 96 | 98 | 7
O=C(Nc1cccc(C(F)(F)F)c1)c1cccnc1N1CCCC1 | 100 | 1 | 102 | . | 10 | 0.5 | 104 | 101 | 105 | 102 | 1
COc1cc(C(=O)N2CCC(n3c(C)nc4cc(F)ccc43)CC2)cc(OC)c1OC | 101 | 5 | 100 | . | 8 | 0.8 | 94 | 100 | 103 | 99 | 10
CC(C)COc1ccc(-c2nn(-c3ccccc3)cc2C(=O)Nc2nccs2)cc1 | 100 | 1 | 100 | -19 | 9 | 0.5 | 99 | 104 | 103 | 102 | 3
COc1cc2c(cc1OC)CN(C(=O)CSc1nnc3scc(-c4ccccc4)n13)CC2 | 103 | 19 | 102 | . | 7 | 1.9 | 103 | 103 | 109 | 101 | -2
Cc1nnc(C)n1/N=C/c1ccccn1 | 99 | 6 | 100 | . | 11 | 0.9 | 99 | 102 | 105 | 98 | 12
COc1ccc2[nH]c(=O)c(CN(Cc3cccs3)S(=O)(=O)c3c(C)ccc4nsnc34)cc2c1 | 98 | 0 | 97 | -10 | 6 | 0.0 | 102 | 96 | 100 | 100 | -10
COc1ccc(-n2c(COc3ccccc3)nnc2SCc2ccc(C#N)cc2)cc1 | 101 | 9 | 101 | -34 | 11 | 2.5 | 103 | 99 | 101 | 100 | 6
O=S(=O)(c1cccs1)N1CN(CC2CCCO2)c2nc3ccccc3nc21 (stereo not given) | 100 | 2 | 99 | 12 | 6 | 1.1 | 102 | 101 | 103 | 101 | -14
Cc1cc(C)c(NC(=O)CSc2nc3ccc(N4C(=O)c5ccccc5C4=O)cc3s2)c(C)c1 | 101 | 5 | 98 | 10 | 6 | 0.5 | 112 | 98 | 101 | 102 | -13
C=C(C)CSc1[nH]c(=O)cc(C)c1C#N | 96 | 4 | 95 | 12 | 11 | 0.0 | 96 | 92 | 96 | 95 | 15
CC1(C)CC(=O)C2=C(C1)Nc1ccccc1N(C(=O)C1CC1)C2c1ccco1 (stereo not given) | 98 | 0 | 97 | 5 | 10 | 0.2 | 97 | 96 | 101 | 96 | 21
Cc1ccc(OC(=O)c2cccc(C(=O)Oc3ccc(C)cn3)n2)nc1 | 106 | 0 | 103 | . | 17 | 0.0 | 102 | 112 | 106 | 106 | -26
CCOC(=O)C1(CCCc2ccccc2)CCN(C(=O)CCCn2cncn2)CC1 | 96 | 3 | 97 | -2 | 11 | 0.9 | 100 | 95 | 97 | 97 | -3
O=C(Nc1ccc(F)cc1)N1CCN2C(=O)c3ccccc3C12c1ccccc1 (stereo not given) | 101 | 24 | 103 | . | 8 | 1.3 | 102 | 102 | 105 | 99 | 1
COc1ccc(OC)c(Cc2nnc(CCC(=O)NC3CCCCC3)o2)c1 | 97 | 5 | 95 | 9 | 3 | 0.7 | 105 | 98 | 100 | 99 | 17
O=C(CO)N/N=C/c1c2ccccc2cc2ccccc12 | 93 | -1 | 91 | -11 | 12 | -1.1 | 96 | 90 | 89 | 90 | -11
COc1cccc(-c2cc(C(=O)NCc3ccco3)no2)c1 | 99 | 6 | 100 | 9 | 14 | 0.2 | 103 | 100 | 103 | 101 | -5
CC(Sc1nc(-c2ccc(F)cc2)cs1)C(=O)N1c2ccccc2CC1C (stereo not given) | 94 | 24 | 96 | -2 | 6 | 2.8 | 95 | 96 | 99 | 95 | 1
CC(=O)c1ccc(NC(=S)NC2CCCC(C)C2C)cc1 (stereo not given) | 100 | -1 | 97 | -6 | 10 | -0.1 | 102 | 98 | 99 | 101 | 3
CC1=C(OC(=O)c2ccccc2)C(C)(C)C(c2ccccc2)OC1=O (stereo not given) | ? | 17 | ? | . | 10 | 0.1 | ? | ? | ? | ? | -9
CCn1c(=O)c(C(=O)NCc2ccccn2)c(O)c2ccccc21 | 98 | 1 | 96 | 2 | 7 | 0.0 | 94 | 99 | 98 | 96 | -22
Cc1nc(Cl)c(C(=O)NC(=O)NCc2ccccc2)c(C)c1Cl | 101 | 2 | 101 | -9 | 11 | 0.9 | 103 | 102 | 103 | 100 | 17
CC(=O)c1sc2nc(CSc3nncn3C)[nH]c(=O)c2c1C | 96 | 0 | 95 | -37 | 10 | 0.0 | 103 | 94 | 96 | 99 | 21
CCOc1ccc(CC(=O)Nc2c(C(N)=O)oc3ccccc23)cc1OCC | 99 | 11 | 98 | 4 | 29 | 1.6 | 97 | 98 | 100 | 97 | -11
CCC(NC(=O)c1ccccc1Br)c1ccccc1 (stereo not given) | 99 | 8 | 96 | -1 | 8 | 0.0 | 106 | 97 | 103 | 98 | 10
CCOc1ccc(N(CC(=O)NC(C)(C)C)S(=O)(=O)c2c(C)noc2C)cc1 | 99 | 3 | 96 | . | 21 | 0.5 | 97 | 100 | 103 | 98 | -10
O=C(CCSc1ccccc1)NCCN1CCOCC1 | 98 | 1 | 98 | -43 | 15 | 0.3 | 96 | 96 | 95 | 96 | 20
